Assay outcomes deposited in PubChem by The Scripps Research Institute Molecular Screening Center.
UHRF1 MBD2 ctr: UHRF1 methylated DNA binding inhibitors, primary screen, counter-screen for MBD2 inhibitor project, biochemical, TR-FRET, human UHRF1, single concentration | AID 687016, 2013 | UHRF1 binding to methylated oligo | E3 ubiquitin-protein ligase UHRF1 (Homo sapiens), Q96T88 | inhibition, % at 4.4 µM | hit rate 0.75% among 370,000; in the data active = inhibition above about 21%;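 note: UHRF1 SRA domain binding a hemimethylated CpG hairpin DNA probe; 0% = median of test compound wells and 100% = reference inhibitor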
TDP2 inh: human TDP2 enzyme inhibitors, primary screen, biochemical, epi absorbance, recombinant enzyme | inhibition, % at 12.8 µM | Tyrosyl-DNA phosphodiesterase 2 (Homo sapiens), O95551 | hit rate 0.34% among 370,000 | AID 720702, 2013 | T5PNP hydrolysis, p-nitrophenol absorbance 415 nm;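 active = inhibition above the mean of all tested compounds plus 3 SD, set per campaign, cut at about 25% in these data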;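 note: 0% = DMSO with enzyme and 100% = buffer with substrate but no TDP2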
Target sequence (O95551 whole entry, looked up): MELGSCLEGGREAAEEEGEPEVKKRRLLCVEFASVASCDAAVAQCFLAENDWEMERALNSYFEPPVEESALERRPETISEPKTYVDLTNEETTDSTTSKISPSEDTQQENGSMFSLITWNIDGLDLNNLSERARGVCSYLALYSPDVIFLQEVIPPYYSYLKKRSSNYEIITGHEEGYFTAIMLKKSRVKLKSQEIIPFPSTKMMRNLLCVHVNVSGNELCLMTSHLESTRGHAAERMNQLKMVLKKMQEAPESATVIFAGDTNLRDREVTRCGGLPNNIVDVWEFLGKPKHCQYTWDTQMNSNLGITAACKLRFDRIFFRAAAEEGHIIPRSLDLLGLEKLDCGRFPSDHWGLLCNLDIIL
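Test system: human TDP2 enzyme; Input: 120 nM TDP2 per well; Buffer or medium: Mg2+-containing Tris-HCl buffer, pH 7.5; Reagent: 5 mM T5PNP; Dosing: 12.8 µM single point, 1% DMSO; Incubation: reaction 2 h, 37 °C; Detection: p-Nitrophenol epi absorbance; Read-out: % inhibition relative to enzyme-containing and enzyme-free wells; Replicates: single well per compound.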
SIAE inh: human SIAE inhibitors, primary screen, biochemical, fluorescence polarization, FP-Rh probe, 1536-well HTS. Sialate O-acetylesterase (Homo sapiens), Q9HAT2. SIAE FP-Rh probe binding. inhibition, % at 9.66 µM. hit rate 0.69% among 370,000;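 active = inhibition above a cutoff: mean of compounds within the control limits plus 3 SD of those, cut at about 17% in these data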;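 note: 0% = plate median of compound wells and 100% = probe without SIAE protein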
TCR CD3 inh: inhibitors of human TCR-CD3 interaction, primary screen, biochemical, fluorescence, TAMRA-labeled TCR probe; hit rate 0.37% among 360,000; AID 651800, 2012; inhibition, % at 9.4 µM; in the data active = inhibition above about 19%;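 note: recombinant mutant TCR 2C K166C tagged with TAMRA read by polarization; 0% = receptor in buffer alone and 100% = receptor with positive control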
PRMT1 inh: PRMT1 methyltransferase inhibitors, primary screen, biochemical, fluorescence polarization | Protein arginine N-methyltransferase 1 (Homo sapiens), Q99873 | recombinant PRMT1, activity-based probe fluorescence polarization | inhibition, % at 2.79 µM | hit rate 1.3% among 370,000 | AID 652257, 2013;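 active = inhibition above about 21% made by adding two undisclosed values, limit read from the data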
KLK7 zymogen act: proKLK7 zymogen activators, primary screen, biochemical, fluorescence intensity; hit rate 0.9% among 370,000; purified proKLK7, EDANS-DABCYL substrate fluorescence; 100% is mature enzyme control, 0% vehicle; activation, % at 7 µM; Kallikrein-7 (Homo sapiens), P49862;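 active = activation above the mean of all tested compounds plus 3 SD, computed per campaign excluding outliers beyond control limits, cut at about 13% in these data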
Target sequence (P49862 whole entry, looked up): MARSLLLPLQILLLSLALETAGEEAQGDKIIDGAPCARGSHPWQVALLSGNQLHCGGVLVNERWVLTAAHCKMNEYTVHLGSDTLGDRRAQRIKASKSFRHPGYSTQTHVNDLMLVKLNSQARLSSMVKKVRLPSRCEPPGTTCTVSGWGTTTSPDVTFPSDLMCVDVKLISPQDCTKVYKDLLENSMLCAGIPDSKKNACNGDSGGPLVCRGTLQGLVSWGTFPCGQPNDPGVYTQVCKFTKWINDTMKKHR
LEDGF integ inh: blockers of LEDGF/p75-dependent integrase strand transfer – biochemical, TR-FRET, high throughput, primary screen; HIV-1 integrase (with human LEDGF/p75); TR-FRET IN-LEDGF/p75 DNA integration, Eu/Cy5; inhibition, % at 3.7 µM; hit rate 0.64% among 370,000; AID 743269, 2014;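 active = inhibition above the screen-wide mean plus 3 SD, cut at about 13% in these data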;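 note: signal is the Cy5 over europium emission ratio at 671 and 618 nm; 0% = plate median of compound wells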
DDE Tn7 FP inh: inhibitors of Tn7 peptide binding to fibrin DD(E), primary screen, biochemical, fluorescence polarization, human fibrin, Tn7 probe | inhibition, % at 8.3 µM | FP displacement of FITC-Tn7 peptide from fibrin DD(E); 0% = median of compound wells per plate | AID 720508, 2013 | hit rate 0.13% among 370,000;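 active = inhibition above the mean of compounds falling within the control limits plus 3 SD of them, cut at about 14% in these data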;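 note: 0% = plate median of compound wells and 100% = 10 µM Aha-Tn7 peptide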
Target sequence (P02675 whole entry, looked up): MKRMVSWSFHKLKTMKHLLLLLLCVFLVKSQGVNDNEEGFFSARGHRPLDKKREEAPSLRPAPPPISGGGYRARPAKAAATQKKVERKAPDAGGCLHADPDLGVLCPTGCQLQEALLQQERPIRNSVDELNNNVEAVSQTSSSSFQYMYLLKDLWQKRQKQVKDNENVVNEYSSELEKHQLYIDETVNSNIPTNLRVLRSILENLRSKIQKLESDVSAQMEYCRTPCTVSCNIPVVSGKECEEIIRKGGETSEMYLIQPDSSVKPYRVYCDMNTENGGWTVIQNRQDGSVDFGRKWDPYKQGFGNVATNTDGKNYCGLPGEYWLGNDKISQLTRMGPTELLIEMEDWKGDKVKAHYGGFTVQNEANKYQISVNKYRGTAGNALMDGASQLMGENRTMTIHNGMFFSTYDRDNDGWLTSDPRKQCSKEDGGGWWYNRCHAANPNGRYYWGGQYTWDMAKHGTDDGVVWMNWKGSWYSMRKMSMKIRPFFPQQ
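Assay system: Fibrin-DD(E) protein isolated from polymerized human fibrin clots; read-out basis: percent inhibition; medium: Tris/NaCl/CaCl2 buffer, pH 7.8; signal: FP measurement; incubation: 10 min plus 3 h, room temperature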
Tn6 DDE FP: inhibitors of Tn6 peptide binding to fibrin DD(E), primary screen, biochemical, fluorescence polarization, human fibrin, Tn6 probe. AID 720509, 2013. hit rate 0.21% among 370,000. Fibrinogen beta chain (Homo sapiens), P02675. Fibrin DD(E) TRITC-Tn6 fluorescence polarization displacement. inhibition, % at 8.3 µM;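 active = inhibition above a per-campaign cutoff: mean of compounds within control limits plus 3 SD, cut at about 15% in these data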;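 note: 0% = median of all compound wells on the plate and 100% = blocking peptide control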
MBD2 inh: inhibitors of MBD2 binding to methylated DNA, primary screen, biochemical, TR-FRET, DNA-binding domain, human | Methyl-CpG-binding domain protein 2 (Homo sapiens), Q9UBB5 | MBD2 binding to methylated oligonucleotide | inhibition, % at 4.4 µM | hit rate 0.31% among 370,000; in the data active = inhibition above about 13%
Active calls of the source: *; nt = no result given.

Second line of a record – UHRF1 MBD2 ctr, TDP2 inh, SIAE inh, TCR CD3 inh, PRMT1 inh, KLK7 zymogen act, LEDGF integ inh, DDE Tn7 FP inh, Tn6 DDE FP, MBD2 inh
Nn1c(SCC(=O)Nc2nccs2)nnc1-c1cc(-c2ccc(Cl)cc2)n[nH]1
 : -2, 10, 4, nt, -5, -0.3, 0, -12, -6, -1
CC(C)c1ccc(CNC(=O)C2CCCN2S(=O)(=O)c2ccccc2)cc1 (stereo not drawn)
 : -1, -4, -5, -10, 2, 0.1, 1, 1, -5, 0
O=C(CCC(=O)N1CCSc2ccccc21)NCc1cccc(Br)c1
 : 2, -6, 6, -6, 6, -0.1, 2, -1, -2, 1
CCc1nc2c(OCc3ccc(C(=O)N(C)C)cc3)cccn2c1N(C=O)Cc1ccccc1
 : -3, -3, 2, -3, 2, 0.4, -1, 0, 6, -1
Cc1nc(CC(=O)N2CCN(c3cccc(C)c3C)CC2)cs1
 : -2, -4, -9, 4, -1, 0.4, 0, 3, 3, -1
Cc1ccc(NC(=O)c2ccc([N+](=O)[O-])o2)cc1S(=O)(=O)N1CCOCC1
 : 0, -8, 2, 3, -1, -0.2, 5, 2, 0, -1
O=C(O)c1ccn(Cn2cnc3ccccc32)n1
 : 0, 2, 3, 4, -2, -0.5, 2, -5, 1, -2
O=C(c1cc(COc2ccc(F)c(F)c2)on1)N1CCN(C/C=C/c2ccccc2)CC1
 : 16, -3, -5, -5, 5, -0.4, -4, -6, -3, 2
O=C(C1CCCN1S(=O)(=O)c1ccc(Cl)cc1)N1CCCCC1 (stereo not drawn)
 : 3, -15, -2, -5, 6, 0.0, -6, -3, -1, 3
Cc1ccc(NC(=O)C(=O)c2c[nH]c3ccccc23)cc1
 : -3, -12, 3, -3, -1, -0.8, 3, -1, 6, -3
CCOC(=O)[C@@]12CCCC=C1N(CCc1ccc(Cl)cc1)C(=O)[C@H]2CC(=O)NCC12CC3CC(CC(C3)C1)C2
 : 0, 2, -5, nt, 2, 0.8, 0, 2, 4, 6
COc1ccc(C2C(C(=O)N3CCCC3)CC(=O)N2c2ccc(OC)cc2)cc1 (stereo not drawn)
 : -1, 10, 3, -2, 0, 0.3, 2, -1, -7, -3
O=C(c1ccco1)N1CCN(Cc2cccc(F)c2)CC1
 : 0, 8, 2, 5, 3, -0.1, -2, -4, -1, 3
CNc1snc(C)c1C(=O)OCC(=O)Nc1ccc(C)cc1F
 : 0, -10, -3, 11, -1, -0.2, -1, -1, 2, -3
COC(=O)c1ccc(NC(=O)CN(c2ccc(OC)cc2)S(C)(=O)=O)cc1
 : -3, 9, 0, 0, -1, -0.2, 0, -6, -4, 3
Cc1ccc(-c2cc(C(=O)NC3CCN(Cc4ccccc4)CC3)c3ccccc3n2)cc1
 : -2, 10, 4, -1, 2, -0.4, 0, -9, 0, -1
CC(C)OC(=O)CSc1nc2cc3c(cc2cc1C#N)OCO3
 : -3, 5, -2, 2, -3, 0.8, 0, 2, 0, -5
CNS(=O)(=O)c1cn(CC(=O)NCc2ccc(F)cc2)cc1S(=O)(=O)NC
 : -2, -10, 2, 6, 1, 0.0, -4, 6, 1, -5
Cc1nc(-c2ccc(F)cc2)c(CC(=O)Nc2ccc(C)c(S(=O)(=O)N3CCOCC3)c2)s1
 : -2, 5, 3, 7, 1, 0.1, 1, -8, 4, -4
CCOc1cc(N2CCOCC2)c(OCC)cc1NC(=O)COC(=O)c1ccc(OC)c([N+](=O)[O-])c1
 : 0, 12, 4, 1, -4, -0.3, 0, 6, 5, 2
O=C(Nc1ncccn1)c1ccc([N+](=O)[O-])o1
 : -2, 1, -6, -2, 4, 817*, -5, -1, -1, 2
O=C(Nc1nccs1)c1ccc([N+](=O)[O-])cc1
 : -2, 10, -11, 1, -1, 0.2, -1, -1, 1, -3
Cc1nnc(-c2ccc(N3CCCCCC3)c([N+](=O)[O-])c2)o1
 : -10, 4, -3, 5, -3, 0.6, -2, -1, 0, -4
Cc1cc2c(c(=O)n1CCCn1ccnc1)C(c1ccco1)C(C#N)=C(N)O2 (stereo not drawn)
 : 1, -4, 1, 6, 0, 0.1, -2, 2, 5, 3
COc1cc(C(c2c(C)[nH][nH]c2=O)c2c(C)[nH][nH]c2=O)cc(Cl)c1O
 : -12, 22, 9, 4, 1, 0.4, 1, -5, -5, -6
CCCn1c2ccccc2c2cn[nH]c(=O)c21
 : -1, 3, -1, -2, -2, 1.1, 1, -5, 1, 0
Cc1ccc(C)c(C(=O)c2ccccc2NC(=O)c2ccccn2)c1
 : -1, 2, -2, -10, 3, -0.4, -3, 2, 1, 2
CC(OC(=O)Cn1[nH]c(=O)c2ccccc2c1=O)C(=O)Nc1ccc(Cl)cn1 (stereo not drawn)
 : 1, -7, 4, -8, 1, 0.1, -3, 0, 1, -2
Cc1ccc(C(=O)COC(=O)c2cc(=O)[nH]c3ccccc23)cc1
 : 1, 3, -2, -1, 2, -0.4, 6, 1, -5, 5
O=S(=O)(O)c1ccc(Cl)c(Cl)c1
 : 0, -3, -7, 0, -6, -0.1, 7, 3, 0, 7

Fetched by structure from the list above, two records:
Second line of a record – UHRF1 MBD2 ctr, TDP2 inh, SIAE inh, TCR CD3 inh, PRMT1 inh, KLK7 zymogen act, LEDGF integ inh, DDE Tn7 FP inh, Tn6 DDE FP, MBD2 inh
Cc1nnc(-c2ccc(N3CCCCCC3)c([N+](=O)[O-])c2)o1
 : -10, 4, -3, 5, -3, 0.6, -2, -1, 0, -4
Nn1c(SCC(=O)Nc2nccs2)nnc1-c1cc(-c2ccc(Cl)cc2)n[nH]1
 : -2, 10, 4, nt, -5, -0.3, 0, -12, -6, -1

Just KLK7 zymogen act, DDE Tn7 FP inh and TDP2 inh, for some of the entries so far:
Compound	KLK7 zymogen act	DDE Tn7 FP inh	TDP2 inh
O=C(C1CCCN1S(=O)(=O)c1ccc(Cl)cc1)N1CCCCC1 (stereo not drawn)	0.0	-3	-15
CC(C)c1ccc(CNC(=O)C2CCCN2S(=O)(=O)c2ccccc2)cc1 (stereo not drawn)	0.1	1	-4
COc1cc(C(c2c(C)[nH][nH]c2=O)c2c(C)[nH][nH]c2=O)cc(Cl)c1O	0.4	-5	22
O=C(Nc1nccs1)c1ccc([N+](=O)[O-])cc1	0.2	-1	10

Next part.
Second line of a record – UHRF1 MBD2 ctr, TDP2 inh, SIAE inh, TCR CD3 inh, PRMT1 inh, KLK7 zymogen act, LEDGF integ inh, DDE Tn7 FP inh, Tn6 DDE FP, MBD2 inh
COc1ccc(OC)c(NC(=O)CSc2ccc(-c3cccnc3)nn2)c1
 : -2, 9, -1, 11, -1, 0.9, -2, 0, -4, -2
CC(=O)c1ccc(N(CC(=O)NC2CCCC2)C(=O)c2ccc(C)s2)cc1
 : -2, 1, -5, 2, 2, 0.9, -3, -9, -4, 3
CCCCCOc1ccc(NC(=O)C(=O)NCC2CCCN2CC)cc1 (stereo not drawn)
 : -1, 1, -5, 0, -3, -0.2, 2, 2, 1, -2
Cc1cc(C(=O)N2CCCC2)n[nH]1
 : -1, 5, 5, 4, -3, -0.1, 5, 5, 4, -5
COC(=O)c1ccc(NC(=O)CSc2nnc(COc3c(C)cccc3C)o2)cc1
 : 0, 0, -6, -8, 1, -0.1, -2, -6, 1, -2
Cc1ccc(NS(=O)(=O)c2ccc(-c3cnc(C4CC4)o3)cc2)c(C)c1
 : -2, 6, -13, 6, 0, 0.0, 2, -1, -6, 3
CC(=O)c1sc(NC(=O)CN2C(=O)CCC2=O)nc1C
 : -1, 3, 0, 0, -2, -0.9, 0, 0, 4, -5
O=C(NC1CCN(Cc2ccccc2)CC1)c1ccc(CS(=O)c2ccccc2Cl)o1 (stereo not drawn)
 : -1, 0, -11, -3, 3, -0.5, 1, 5, -2, -1
O=C(CCC(=O)Nc1cccc([N+](=O)[O-])c1)N/N=C/c1cccs1
 : -2, -11, -4, 5, -6, 0.1, -1, -2, 4, -4
CC(=O)C1=C(C)N(Cc2ccc(Cl)cc2)C(=S)NC1c1cccc(Br)c1 (stereo not drawn)
 : 3, -3, -11, -4, -1, 0.2, -2, -3, -4, 6
COc1cc(C(=O)N=c2sc3ccccc3n2C)cc(OC)c1OC
 : 1, -3, -16, 0, 0, 1.5, -2, 1, 0, -3
Cc1nc2nc(Cc3ccccc3)nn2c(C)c1Cl
 : 10, 8, 2, 5, -1, 0.2, 0, 3, -1, 6
CCSc1cc(N2CCOCC2)nc(-c2ccccc2)n1
 : 2, -11, -5, -5, 4, -0.1, -4, 0, 0, 1
Cc1ccc(OCCn2ccc(=O)[nH]c2=O)cc1C
 : 2, 7, -1, -5, -2, 0.2, 0, -5, -1, -1
CN(C(=O)CN1CCN(c2cnn(-c3ccccc3)c(=O)c2Cl)CC1)C1CCS(=O)(=O)C1 (stereo not drawn)
 : 0, -9, 1, -6, 1, 1.0, -4, -3, 2, 4
O=C(c1ccc2c(c1)OCO2)C1CCCN(Cc2ccccc2OC(F)F)C1 (stereo not drawn)
 : -1, -3, 5, -5, 3, 0.4, -1, -4, -5, 3
C=C(Cl)COc1cc(C)cc2oc(=O)cc(CC)c12
 : 0, -1, 1, 7, -4, -2.6, -1, 0, -4, -2
CCc1ccc(C(=O)COC(=O)c2cnccn2)cc1
 : 2, -8, -4, 1, -1, -0.2, -1, -6, -1, 4
CC1CC(=O)Nc2ccccc2N1C(=O)Nc1ccc(F)cc1 (stereo not drawn)
 : -6, 4, -6, -6, 0, 0.3, -1, -4, 3, 2
CC(C)N(Cc1nccn1C)C(=O)c1cc(COc2ccc3ncccc3c2)on1
 : 0, -3, 9, -2, -2, -0.1, 0, -6, 6, -4

Grouped by structure: the compounds so far with bromine.
Second line of a record – UHRF1 MBD2 ctr, TDP2 inh, SIAE inh, TCR CD3 inh, PRMT1 inh, KLK7 zymogen act, LEDGF integ inh, DDE Tn7 FP inh, Tn6 DDE FP, MBD2 inh
O=C(CCC(=O)N1CCSc2ccccc21)NCc1cccc(Br)c1
 : 2, -6, 6, -6, 6, -0.1, 2, -1, -2, 1
CC(=O)C1=C(C)N(Cc2ccc(Cl)cc2)C(=S)NC1c1cccc(Br)c1 (stereo not drawn)
 : 3, -3, -11, -4, -1, 0.2, -2, -3, -4, 6
